CHO-K1 Ca antag: nonselective inhibitor or artifact in parental CHO-K1 cells; 360,000 tested, 0.6% active; inhibition, % at 3 µM; ATP-induced calcium, Fluo-8 fluorescence; AID 602250;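 active means inhibition above a per-plate cutoff, the plate's mean sample inhibition plus 3 SD, cut at about 24% in these data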;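 further: 0% = DMSO plus EC80 ATP and 100% = DMSO alone without ATP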
CHO parental Ca: signal in parental CHO cells, OX1R antagonist counter-screen. parental CHO-K1, ATP-induced calcium, Fluo-8 fluorescence. inhibition, % at 5.6 µM. AID 463079. 330,000 tested, 0.63% active;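 active means inhibition above that plate's mean sample inhibition plus 3 SD, cut at about 26% in these data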;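 further: 0% = ATP-challenged DMSO wells and 100% = DMSO wells without ATP; some compounds past the cut are filed as inactive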
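Material: Parental CHO cells | Reagent: ATP | Compound dosing: Single nominal dose of 5.6 µM per compound | Detection: Intracellular calcium via Fluo-8 no-wash fluorescent dye | Read-out: % inhibition of ATP-induced calcium mobilization | Benchmarks: Low control ATP plus DMSO, high control DMSO only | Replicates: Singlicate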
OXTR potentiate: potentiators of human oxytocin receptor; CHO-OTR cells, Fluo-8 calcium fluorescence, potentiator mode; 0% = oxytocin EC15, 100% = EC100; activation, % at 3 µM; 320,000 tested, 0.061% active;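 active means activation above that plate's cutoff, the mean activation of tested compounds plus 3 SD, cut at about 6.6% in these data, passing the limit was not always enough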;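 further: 100% uses oxytocin at 75 nM as the full agonist control; some results filed as inactive read as strong as hits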
Target sequence (P30559 whole entry, looked up): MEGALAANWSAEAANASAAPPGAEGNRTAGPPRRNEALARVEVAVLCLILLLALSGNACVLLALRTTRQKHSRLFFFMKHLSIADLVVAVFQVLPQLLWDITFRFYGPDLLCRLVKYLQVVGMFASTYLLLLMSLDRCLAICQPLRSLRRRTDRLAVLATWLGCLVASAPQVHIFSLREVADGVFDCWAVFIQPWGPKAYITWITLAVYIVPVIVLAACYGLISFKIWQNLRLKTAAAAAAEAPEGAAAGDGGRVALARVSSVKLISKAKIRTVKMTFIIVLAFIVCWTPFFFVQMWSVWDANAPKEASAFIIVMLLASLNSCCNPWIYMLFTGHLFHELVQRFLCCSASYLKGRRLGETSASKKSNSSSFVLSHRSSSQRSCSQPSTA
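Dosing: Single dose, 3.0 µM nominal final compound concentration | Material: Human OTR in CHO cells | Technique: Kinetic Fluo-8 calcium fluorescence | Benchmarks: EC15 oxytocin alone as 0%, 75 nM oxytocin as 100% | Probe or stimulus: Oxytocin at about EC15, sub-maximal agonist stimulus | Incubation: Compound 6 min at room temperature before oxytocin, 100 s read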
M1 antag: blocks human M1 muscarinic receptor; P11229; CHO-K1 hM1, Fluo-8 calcium fluorescence, ACh EC80 antagonist; inhibition, % at 3 µM; 360,000 tested, 1.3% active; AID 588852;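 active means percent inhibition above its own plate's cutoff, namely the mean of that plate's compound wells plus 3 SD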;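 further: peak over basal fluorescence ratio during 140 s after agonist addition; 0% = ACh EC80 plus DMSO and 100% = DMSO alone without agonist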
CHRM4 antagonist: antagonists of human muscarinic M4 receptor (CHRM4). P08173. CHO-hM4 cells, ACh EC80, Fluo-8 calcium fluorescence. inhibition, % at 3 µM. 360,000 tested, 0.73% active. AID 624125;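 active means inhibition above its plate's cutoff, the mean inhibition of sample wells plus 3 SD, cut at about 27% in these data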;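 further: 0% = acetylcholine EC80 with DMSO and 100% = DMSO without agonist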
Target sequence (P08173 whole entry, looked up): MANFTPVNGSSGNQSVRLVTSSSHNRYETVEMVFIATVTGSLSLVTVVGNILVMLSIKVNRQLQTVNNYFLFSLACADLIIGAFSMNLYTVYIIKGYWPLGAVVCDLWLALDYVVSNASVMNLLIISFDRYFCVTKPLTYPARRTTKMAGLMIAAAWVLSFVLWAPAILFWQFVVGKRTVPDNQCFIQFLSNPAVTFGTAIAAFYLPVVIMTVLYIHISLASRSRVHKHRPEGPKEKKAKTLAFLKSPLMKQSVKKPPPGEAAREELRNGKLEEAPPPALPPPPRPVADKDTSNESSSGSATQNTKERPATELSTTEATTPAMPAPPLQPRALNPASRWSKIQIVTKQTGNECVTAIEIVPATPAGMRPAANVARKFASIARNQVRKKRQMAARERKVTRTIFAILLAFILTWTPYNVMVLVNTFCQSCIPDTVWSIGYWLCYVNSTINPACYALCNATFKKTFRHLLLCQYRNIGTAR
CHRM1 agonist: agonists of human M1 muscarinic receptor | P11229 | CHO-K1 hM1, Fluo-8 calcium fluorescence, agonist mode; 0% DMSO, 100% acetylcholine EC100 | activation, % at 3 µM | 360,000 tested, 0.33% active;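 active means activation above the run's mean compound activation plus 3 SD, cut at about 16% in these data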;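 further: peak over basal fluorescence ratio within a 140 s kinetic read after compound addition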
M4 ag: agonists of human muscarinic M4 receptor (CHRM4). CHO-K1 hM4/Gqi5, Fluo-8 calcium fluorescence; vehicle 0%, full acetylcholine response 100%. activation, % at 3 µM. 360,000 tested, 0.14% active;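 active means activation above the run mean over all test wells plus 3 SD, cut at about 32% in these data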;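 further: peak over basal fluorescence ratio per well then scaled between controls; 0% = DMSO wells and 100% = acetylcholine at EC100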
M1 PAM: human CHRM1 positive allosteric modulation. P11229. CHO-K1 hM1, Fluo-8 calcium fluorescence, ACh EC20; 0% = ACh EC20, 100% = maximal ACh. activation, % at 3 µM. 360,000 tested, 0.088% active. AID 588819; in the data active means activation above about 19%, passing the limit was not always enough
CHO-K1 Ca ag: counter-screen for M1 agonists: effect in parental CHO-K1 cells; 360,000 tested, 0.48% active; AID 602248; Fluo-8 calcium fluorescence; scaled to maximal ATP response, vehicle zero; activation, % at 3 µM; in the data active means activation above about 15%;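 further: untransfected CHO-K1 host cells lacking M1 receptor as counterscreen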
The depositor's hits bear a star; x = not tested or not shown.

1. COc1ccc(OC)c(-c2nc3c(C)n[nH]c(=O)c3[nH]2)c1
2. CCOC(=O)Nc1cc(OC)c(OC)cc1Cc1nccc2cc(OC)c(OC)cc12
3. Cn1c(SCC(=O)NNC(=O)Cc2ccccc2)nc2ccccc2c1=O
4. O=C(OC(C(=O)NCC1CCCO1)c1ccccn1)c1cccs1 (stereo unspecified)
5. CCOCCCNC(=O)C(c1ccc(C)cc1)N(Cc1cccs1)C(=O)c1ccccn1 (stereo unspecified)
6. COCC1CCCCN1C(=O)c1cccc(OC2CCN(C(=O)C3CC3)CC2)c1 (stereo unspecified)
7. O=C(NN1C(=O)/C(=C/c2cccs2)SC1=S)c1cccnc1
8. CN(CC(=O)Nc1ccc(F)cc1)C(=O)CN1C(=O)NC2(CCCCC2)C1=O
Screen / compound no.	1	2	3	4	5	6	7	8
CHO-K1 Ca antag	-14.5	-12.4	-7.8	-24.9	-2.7	-5.4	-11.5	-13.1
CHO parental Ca	0.5	2.4	-0.8	-3.5	-13.9	-31.6	-5.5	-1.9
OXTR potentiate	11.1	0.6	-4.5	1.1	-20.9	-4.0	3.3	-1.1
M1 antag	13.6	-4.0	-4.7	-12.3	10.4	-4.2	0.1	-11.8
CHRM4 antagonist	2.4	5.2	-7.8	-7.4	7.3	-19.5	-0.1	-1.2
CHRM1 agonist	-2.9	-6.3	-10.0	-4.0	-2.8	-1.9	0.4	-1.8
M4 ag	3.1	-0.5	2.4	2.8	20.6	2.2	1.3	0.0
M1 PAM	-4.8	-0.4	7.7	8.7	-4.5	3.8	2.0	3.8
CHO-K1 Ca ag	0.5	0.0	1.0	0.6	6.6	1.3	1.1	1.3

9. CCS(=O)(=O)c1ccc(C(=O)Nc2cccc(Cl)c2)c(Cl)c1Cl
10. COc1ccc(S(=O)(=O)NCc2cccnc2)cc1Br
11. CCCCC(=O)Nc1ccc(C(=O)NNC(=S)NC(=O)c2ccco2)cc1
12. O=C(NC(NC(=S)Nc1ccccc1C(=O)O)C(Cl)(Cl)Cl)c1ccco1 (stereo unspecified)
13. COCCCNc1nc(N)c([N+](=O)[O-])c(NC2CCCCC2)n1
14. Cc1ccc(S(=O)(=O)CCC(=O)OCC(=O)NCc2ccc(Cl)cc2)cc1
15. O=C(c1cccc(S(=O)(=O)N2CCCc3ccccc32)c1)N1CCN(c2ccccc2)CC1
16. COc1ccc(Nc2nc(-c3cccs3)nc3ccccc23)cc1S(=O)(=O)N1CCOCC1
Screen / compound no.	9	10	11	12	13	14	15	16
CHO-K1 Ca antag	-0.5	9.6	-2.1	10.1	-7.4	-6.5	5.0	5.3
CHO parental Ca	28.3	18.8	-3.9	-8.8	-47.9	-5.8	-10.3	4.4
OXTR potentiate	-24.0	-6.4	-4.4	-7.6	-12.8	-2.5	-4.1	-4.2
M1 antag	-2.6	15.7	-13.6	-3.3	0.7	3.1	-2.4	24.2
CHRM4 antagonist	-13.0	10.4	-3.9	1.7	-6.5	-27.7	-13.4	28.7*
CHRM1 agonist	0.3	2.1	-4.3	-0.2	4.6	-4.3	-1.2	-0.7
M4 ag	18.4	11.5	-1.9	-0.7	0.9	1.0	7.1	17.1
M1 PAM	-4.5	-7.5	8.7	0.3	11.5	2.5	1.6	-7.4
CHO-K1 Ca ag	7.5	7.1	-1.1	-0.7	0.4	0.0	0.7	5.9

17. Oc1cc2c(cc1CN1CCN(c3ncccn3)CC1)OCO2
18. CCN(CC)CCCNC(=O)c1cc2nc(-c3ccccc3)cc(C(F)(F)F)n2n1
19. O=C1C(c2ccc(F)cc2)N(C2CCCCC2)C(=O)CN1C1CCCC1 (stereo unspecified)
20. CCn1cc(CN2CCC(C(=O)Nc3ccc(Oc4ccccc4F)cc3)CC2)cn1
21. Cc1csc(CN(C)C(=O)C2CCC(=O)N(Cc3ccc(Cl)cc3)C2)n1 (stereo unspecified)
22. CC(=O)/C=C1/C(=O)Nc2ccccc21
23. CCN1CCN(c2oc(-c3ccc(OC)cc3)nc2C#N)CC1
24. CC(C)CN(C(=O)COC(=O)Cc1n[nH]c(=O)c2ccccc12)C1CCS(=O)(=O)C1 (stereo unspecified)
Screen / compound no.	17	18	19	20	21	22	23	24
CHO-K1 Ca antag	-8.1	11.0	-20.7	-13.1	9.5	0.5	-17.6	-0.4
CHO parental Ca	0.6	-18.7	-18.2	x	-4.5	-0.1	-4.0	-5.3
OXTR potentiate	5.4	-1.4	0.5	x	-15.5	-2.9	-2.2	2.8
M1 antag	-7.4	-3.5	7.4	-11.5	9.4	-9.6	-20.2	1.4
CHRM4 antagonist	-5.1	3.7	0.0	-1.8	0.2	4.0	-1.9	-9.6
CHRM1 agonist	-6.0	-8.8	-11.6	-5.4	-4.2	-3.6	1.5	-4.8
M4 ag	1.4	0.0	0.5	3.9	0.5	2.2	0.3	0.9
M1 PAM	8.5	0.1	6.0	-3.2	-3.8	13.2	17.1	0.7
CHO-K1 Ca ag	0.8	-0.2	0.8	1.7	0.1	0.2	0.5	0.1

In the list so far, 2 have two or more sulfur atoms:
7. O=C(NN1C(=O)/C(=C/c2cccs2)SC1=S)c1cccnc1
16. COc1ccc(Nc2nc(-c3cccs3)nc3ccccc23)cc1S(=O)(=O)N1CCOCC1
Screen / compound no.	7	16
CHO-K1 Ca antag	-11.5	5.3
CHO parental Ca	-5.5	4.4
OXTR potentiate	3.3	-4.2
M1 antag	0.1	24.2
CHRM4 antagonist	-0.1	28.7*
CHRM1 agonist	0.4	-0.7
M4 ag	1.3	17.1
M1 PAM	2.0	-7.4
CHO-K1 Ca ag	1.1	5.9

Following part
25. Cn1nc([N+](=O)[O-])nc1N1CCOCC1
26. O=C(c1ccc(-c2cccc(C(F)(F)F)c2)o1)N1CCOCC1
27. COC(=O)/C=C/C(=O)N1CCN(c2ccccc2)CC1
28. CC(NC(=O)CNC(=O)c1sc2ccccc2c1Cl)c1cccnc1 (stereo unspecified)
29. O=C(O)CC(NS(=O)(=O)c1c(F)cc(F)cc1Br)c1ccccc1Cl (stereo unspecified)
30. CN(C)C(/C=C/Nc1ccc(C#N)cc1)=C(C#N)C#N
31. COCCCNC(=O)c1c(N)n(-c2ccc(S(N)(=O)=O)cc2)c2nc3ccccc3nc12
32. Nc1ncc(-n2cncn2)c(-c2ccc(Cl)cc2)n1
Screen / compound no.	25	26	27	28	29	30	31	32
CHO-K1 Ca antag	16.3	-0.4	22.5	-1.9	-20.3	-8.8	-6.8	6.8
CHO parental Ca	-9.1	-3.1	1.1	-27.4	4.0	-2.8	1.6	-7.8
OXTR potentiate	5.3	-2.9	-5.2	-10.4	-2.8	-3.2	2.6	-19.7
M1 antag	1.5	-1.3	18.7	0.6	-10.2	-6.3	-7.4	-2.1
CHRM4 antagonist	2.3	1.3	17.1	-7.9	-9.3	3.6	11.0	-3.2
CHRM1 agonist	-4.0	-2.5	-3.7	-7.1	-4.7	-8.9	-7.7	-7.0
M4 ag	0.4	0.9	2.7	2.3	1.0	0.4	2.9	0.3
M1 PAM	-0.8	-1.0	-7.2	1.1	10.5	3.9	9.3	-4.0
CHO-K1 Ca ag	-0.5	0.1	-0.4	0.2	0.7	1.2	1.7	-0.1

33. CCSc1nc2c(c(=O)n1CC)SC(C)C2 (stereo unspecified)
34. CCOC(=O)Nc1ccc2c(c1)C(=NNC(=S)NC)c1ccccc1-2
35. CC(=O)c1sc(NC(=O)COc2ccc(Cl)cc2Cl)nc1C
36. NC(=O)c1ccc(C2SCC(=O)N2Cc2ccccc2)cc1 (stereo unspecified)
37. Cc1ccc(C(=O)Nc2ccc(O)cc2C(=O)O)cc1C
38. CCOc1ccc2nc(N(Cc3ccccc3)C(=O)CCNC(C)=O)sc2c1
39. COC(=O)C1CCN(C(=O)c2ccc(Cl)c(S(=O)(=O)NCc3ccco3)c2)CC1
40. C#CCOc1coc(COC(=O)c2ccccc2)cc1=O
Screen / compound no.	33	34	35	36	37	38	39	40
CHO-K1 Ca antag	-4.2	-7.7	-17.4	-15.2	3.5	4.0	-9.9	-15.6
CHO parental Ca	-9.8	x	-7.6	-7.0	-7.9	x	-6.3	-0.5
OXTR potentiate	1.7	x	-7.5	1.0	0.9	x	-2.2	-4.2
M1 antag	2.8	-3.4	-2.1	-13.2	-7.6	-2.6	-14.2	-4.8
CHRM4 antagonist	-3.8	-10.4	-1.4	-18.2	2.3	-1.6	-5.8	-8.7
CHRM1 agonist	-8.5	-6.3	-1.9	-8.1	0.2	-0.8	-3.6	-3.2
M4 ag	-3.3	7.7	0.6	0.7	-2.2	1.4	1.4	0.3
M1 PAM	-1.5	-1.7	5.3	3.2	8.2	5.8	4.1	1.8
CHO-K1 Ca ag	0.6	1.4	0.8	1.1	-0.4	1.1	-0.1	2.2

41. COc1ccc(CCNC2=CC(=O)N(c3ccc(F)cc3)C2=O)cc1
42. O=C(OCc1ccc(COC(=O)c2ccccn2)cc1)c1ccccn1
43. CSC(=NNC(=O)c1ccccc1O)SC
44. Cc1cc(C)n(CCCNC(=O)C(C)(C)Oc2ccc(Cl)cc2)n1
45. COc1ccc(C)cc1Nc1n[n+](-c2ccccc2)c(-c2cc(OC)c(OC)cc2Br)s1
46. CN1CCN(S(=O)(=O)c2ccc(=O)[nH]c2)CC1
47. COc1ccc(-c2noc(C3CCCN(C(=O)c4cccs4)C3)n2)cc1 (stereo unspecified)
48. Cc1ccc(S(=O)(=O)N2CCC(C(=O)Nc3ccc(S(=O)(=O)N4CCCC4)cc3)CC2)cc1
49. COC(=O)COc1ccc2c(=O)c(Oc3ccccc3)c(C)oc2c1
50. O=C(N1CCCCCC1)N1CCN(S(=O)(=O)c2cccc([N+](=O)[O-])c2)CC1
Screen / compound no.	41	42	43	44	45	46	47	48	49	50
CHO-K1 Ca antag	-6.2	1.2	-5.6	-2.7	-15.5	-2.6	-10.6	-5.3	-4.6	-6.1
CHO parental Ca	39.0*	-14.2	-3.9	-11.7	-20.2	-3.6	-12.5	1.6	1.6	-12.3
OXTR potentiate	-2.0	1.2	-5.4	-6.3	-6.8	2.0	-7.3	-7.5	-18.4	-6.5
M1 antag	2.0	-7.3	6.5	-4.8	-10.4	-7.3	5.0	-4.0	-3.5	-18.0
CHRM4 antagonist	-3.2	5.5	7.7	0.0	-13.7	-0.6	5.2	3.2	2.5	-3.5
CHRM1 agonist	-1.0	-4.1	-3.0	-2.9	-6.6	-2.9	-1.9	-2.7	-3.4	-1.5
M4 ag	2.0	2.2	0.5	0.9	1.1	0.6	11.1	3.0	-0.1	2.5
M1 PAM	9.2	6.5	0.5	11.1	6.0	6.8	-3.1	3.7	4.1	15.2
CHO-K1 Ca ag	0.7	0.9	0.0	0.7	-0.2	0.5	6.1	1.9	0.4	3.3
